PfM18AAP inh: blocks P. falciparum M18 aspartyl aminopeptidase; recombinant PfM18AAP, H-Glu-NHMec fluorogenic cleavage; actives 1.2% (n = 290,000); inhibition, % at 7.35 µM;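 active means inhibition above the campaign mean inhibition over all tested compounds plus 3 SD, cut at about 28% in these data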;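 further: 0% = plate median of test compound wells and 100% = 2 mM ZnCl2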
HCV NS3 hel inh: inhibitors of Hepatitis C virus NS3 helicase. NS3 helicase DNA unwinding, Cy5 molecular beacon fluorescence. inhibition, % at 10.9 µM. actives 0.56% (n = 290,000);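 active means inhibition above the mean of all tested compounds plus 3 SD, set per campaign, cut at about 35% in these data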;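 further: 0% = DMSO wells and 100% = thioflavine S control wells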
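Measured by: Cy5 fluorescence, 0 and 60 min reads / Assay system: NS3 helicase fragment of HCV / Control set: low DMSO, high thioflavine S at 110 µM / Times: 1 h reaction at 25 °C, ATP-initiated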
SUMO HTRF inh: blocks human SUMOylation mediated by UBC9; HTRF SUMOylation assay, SAE1/SAE2 + UBC9, in vitro; inhibition, % at 35 µM; actives 0.36% (n = 290,000); in the data active means inhibition above about 50%, passing the limit was not always enough; further: strong numbers were not always called active
IMP-1 inhibitor: blocks Pseudomonas aeruginosa IMP-1 metallo-beta-lactamase | AID 1556 | purified IMP-1, nitrocefin hydrolysis, epi-absorbance fluorescence | actives 0.45% (n = 290,000) | inhibition, % at 5.6 µM;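 active means inhibition above the mean plus 3 SD of all compounds in the same screening run, cut at about 4.5% in these data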;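 further: 0% = IMP-1 with DMSO and 100% = DMSO wells lacking enzyme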
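System: purified IMP-1; amount: IMP-1 0.2 nM before substrate addition; compound: single dose, 5.6 µM; times: 25 °C, 15 min preincubation, 25 min reaction; signal: Epi-absorbance via hydrolysed-nitrocefin quenching of white-plate fluorescence, 480/530 nm, EDTA stop; benchmarks: DMSO with and without IMP-1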
DNA FID counter: fluorescent intercalator displacement, NS3 helicase counter-screen; inhibition, % at 7.9 µM; DNA fluorescent intercalator displacement, fluorescence; actives 0.17% (n = 290,000); in the data active means inhibition above about 37%;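 further: 0% = vehicle and 100% = reference compound; higher means more ethidium bromide displaced from hairpin DNA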
IDE cell inh: cellular human IDE inhibition; AID 434962; P14735; HEK cells, FAbetaB cleavage, fluorescence polarization; inhibition, % at 5.59 µM; actives 0.41% (n = 320,000);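 active means percent inhibition above the average of all tested compounds plus 3 SD, set per screening campaign, cut at about 16% in these data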;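 further: IDE supplied by intact live HEK cells; FP after avidin binding of uncleaved biotin substrate so inhibition keeps polarization high; 0% = DMSO wells and 100% = 60 µM reference IDE inhibitor Ii1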
Target sequence (P14735 whole entry, looked up): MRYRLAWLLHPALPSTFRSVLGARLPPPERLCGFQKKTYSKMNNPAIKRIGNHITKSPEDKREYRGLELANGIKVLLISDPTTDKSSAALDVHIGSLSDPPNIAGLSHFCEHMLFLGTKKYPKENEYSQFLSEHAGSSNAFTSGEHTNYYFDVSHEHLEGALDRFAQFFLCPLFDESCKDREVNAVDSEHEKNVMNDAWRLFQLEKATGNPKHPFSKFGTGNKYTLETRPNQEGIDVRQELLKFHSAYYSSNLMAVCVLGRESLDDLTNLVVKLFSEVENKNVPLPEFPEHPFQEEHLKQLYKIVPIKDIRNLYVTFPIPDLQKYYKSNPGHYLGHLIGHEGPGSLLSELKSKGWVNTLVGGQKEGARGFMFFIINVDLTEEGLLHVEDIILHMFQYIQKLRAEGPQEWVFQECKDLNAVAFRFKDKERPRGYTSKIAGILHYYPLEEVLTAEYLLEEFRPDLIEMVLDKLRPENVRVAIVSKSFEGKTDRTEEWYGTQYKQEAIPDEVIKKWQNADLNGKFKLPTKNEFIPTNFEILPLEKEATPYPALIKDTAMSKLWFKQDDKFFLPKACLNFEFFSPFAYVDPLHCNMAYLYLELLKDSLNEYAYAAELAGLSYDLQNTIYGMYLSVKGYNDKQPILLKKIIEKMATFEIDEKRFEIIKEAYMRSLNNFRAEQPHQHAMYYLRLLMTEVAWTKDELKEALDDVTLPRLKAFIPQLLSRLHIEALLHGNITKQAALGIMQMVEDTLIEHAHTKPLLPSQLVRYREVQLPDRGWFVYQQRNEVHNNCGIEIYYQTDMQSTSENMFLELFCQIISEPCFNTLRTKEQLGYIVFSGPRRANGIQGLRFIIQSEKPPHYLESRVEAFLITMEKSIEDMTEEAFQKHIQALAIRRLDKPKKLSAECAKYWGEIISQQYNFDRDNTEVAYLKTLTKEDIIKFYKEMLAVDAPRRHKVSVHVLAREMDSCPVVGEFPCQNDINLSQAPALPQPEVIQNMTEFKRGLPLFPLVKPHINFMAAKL
IDE act: boosts human insulin-degrading enzyme activity in HEK cells. activation, % at 5.96 µM. actives 0.073% (n = 340,000). FAbeta-B cleavage, fluorescence polarization; 0% vehicle, 100% cell-free pure enzyme wells. P14735;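 active means activation above the mean of all tested compounds plus 3 SD, set per screening campaign, cut at about 17% in these data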
pCIP destab: p/CIP protein destabilization. F442A p/CIP-EGFP cells, EGFP fluorescence, 16 h. decrease of EGFP signal, % at 10 µM. actives 0.01% (n = 290,000);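 active means EGFP signal decrease of at least 30% at 10 µM or well 3 SD below plate mean, unless failing retest; inactive means the rest, including hits failing retest or dose response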; further: some compounds called inactive have numbers as strong as hits; many of its hits are not listed in these tables
VIM-2 inh: blocks Pseudomonas aeruginosa VIM-2 metallo-beta-lactamase; inhibition, % at 5.6 µM; actives 0.89% (n = 290,000); purified VIM-2, nitrocefin hydrolysis, epi-absorbance fluorescence;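 active means inhibition above the mean of all tested compounds plus 3 SD, cutoff set per screening run, cut at about 7.5% in these data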;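 further: red hydrolysis product quenches plate fluorescence so inhibitors raise well fluorescence; 0% = enzyme with DMSO and 100% = DMSO without enzyme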
* hit, by the source's call; · = no result given.

compound	PfM18AAP inh	HCV NS3 hel inh	SUMO HTRF inh	IMP-1 inhibitor	DNA FID counter	IDE cell inh	IDE act	pCIP destab	VIM-2 inh
C/C(=N\NC(=O)c1cccc(S(=O)(=O)N2CCCC2)c1)c1ccco1	6	-1	20	-1.9	-8	1	0	-8	-3.6
CC(C)NC(=S)NC(=O)c1ccc(Cl)cc1Cl	-3	-7	0	0.3	-3	0	0	9	-1.4
CC(=O)c1cc(CN2CCC(C(=O)Nc3ccc(-n4nc(C)cc4C)cc3)CC2)cs1	-17	-18	12	-0.4	10	-5	3	-8	0.3
COCCC(=O)N1CCC(C(=O)Nc2ccc(Oc3ccccc3)nc2)CC1	-5	-1	9	-1.5	-18	0	5	3	-0.1
Cc1nc(N)sc1Cc1ccc2c(c1)OCO2	-5	3	15	-1.7	0	-2	-3	4	-1.0
O=C(COC(=O)/C=C/c1ccc(Br)o1)NCCCN1CCCC1=O	-2	4	12	-2.9	-12	-4	4	-6	-0.2
O=S(=O)(Cc1noc(-c2ccc(Cl)cc2)n1)Cc1ccco1	15	52*	6	0.2	-17	5	·	3	-0.2
COCCN1C(=O)c2oc3ccccc3c(=O)c2C1c1ccc(OC)c(OC)c1 (configuration not stated)	1	6	0	1.4	2	0	5	-1	0.3
CCc1ccccc1NC(=S)N(Cc1cccc(C)c1)c1cccnc1	15	-2	13	-2.8	0	-2	3	-5	-2.8
COc1cc2c(=O)n(CC3CCCO3)c(=O)n(CC(=O)Nc3cccc(Cl)c3)c2cc1OC (configuration not stated)	6	6	-18	-3.5	-1	-2	0	7	-0.4
O=C(CN(CCO)c1ccccc1)Nc1cccc(S(=O)(=O)N2CCCC2)c1	10	1	-6	4.4	-9	-5	1	2	-2.4
OC(COc1ccc2ccccc2c1)CN1CCCC1 (configuration not stated)	-18	-22	14	0.4	10	0	-6	4	-0.3
COc1cc2ncnc(NCc3cccc(F)c3F)c2cc1OC	-4	-6	2	-4.3	2	18*	-9	5	-0.3
O=C1C(Nc2ccccc2)=C(N2CCCCC2)C(=O)c2ccccc21	1	4	38	-0.4	1	6	8	-8	3.3
C=CCN(C(=O)c1cccc(N2C(=O)C3CC=CC(C)C3C2=O)c1)c1ccccc1 (configuration not stated)	1	8	27	-0.5	-22	3	-2	0	0.5
O=C(Cn1nnc2ccccc2c1=O)NCCc1ccc(Cl)cc1Cl	1	0	1	-3.2	1	1	6	-11	-3.5
CN1CCN(C(=O)/C(=C\c2cccs2)NC(=O)c2cccs2)CC1	-2	9	-6	-1.1	-1	-1	-3	-16	0.9
COc1ccc(Cl)cc1NC(=O)CNc1ccccc1CN(C)C1CCCCC1	-14	-87	-11	-3.9	20	-6	3	-22	-1.9
O=C(CSCc1c(F)cccc1Cl)Nc1cccnc1	-7	2	-2	-1.5	-1	4	4	-7	-1.5
COc1cc(/C=C2/C(=N)N3N=C(C(C)C)SC3=NC2=O)ccc1OS(=O)(=O)c1ccccc1	-11	-9	2	0.9	-22	4	5	-22	-4.0
COc1cc(C(=O)Nc2cccnc2)cc(OC)c1OC	-4	-50	-5	-4.0	2	1	3	-3	-2.0
Cc1cc(/C=C(\C#N)C(=O)N2CCCCC2)cc(C)c1O	11	5	12	-3.0	-22	7	1	-1	-2.9
Cn1ncc(C#N)c1NC(=O)C1CC(c2ccc(Cl)c(Cl)c2)=NO1 (configuration not stated)	-2	6	0	-0.5	-8	1	-2	-10	-0.9
CCCCNC(=O)CN1C(=O)NC2NC(=O)NC21 (configuration not stated)	0	4	0	-3.4	-2	2	1	10	-2.6
CN=c1scc(-c2ccccc2F)n1/N=C/c1ccc[nH]1	3	-9	4	-1.8	0	6	5	-18	-0.3
CCN1C(=O)c2ccccc2S(=O)c2ccc(C(=O)N3CCN(C(=O)c4ccco4)CC3)cc21 (configuration not stated)	-9	-5	1	-0.8	-15	1	-3	-19	2.3
Cc1ccc(N2CC(C)Cn3c2nc2c3c(=O)n(CC(=O)OCc3ccccc3)c(=O)n2C)cc1C (configuration not stated)	-4	-4	10	-1.6	-4	0	1	-1	-1.6
COc1ccc(/C(C)=N/NC(=O)CNC(=O)c2ccco2)cc1	0	1	1	-1.8	-3	-1	-2	-7	-2.0
Cc1nc(N2CCOCC2)sc1C(=O)NN	12	-14	1	-3.6	-16	4	7	-3	-2.4
COc1ccc(Cn2nnnc2C(c2ccccc2Cl)N2CCC(C(N)=O)CC2)cc1 (configuration not stated)	-11	1	22	-2.5	-28	-5	-5	-5	0.4
COC(=O)c1ccc(NC(=O)Cc2ccccc2)cc1	-8	2	-9	-0.4	0	2	-2	-1	-1.2
COc1ccc(NC(=O)CCN2CCCCCC2)cc1	8	-9	24	-5.5	-3	4	5	-14	-3.3
Cc1cc(C(=O)NCCCOC(C)C)c2ccccc2n1	1	-11	6	-3.4	-1	3	-8	1	-2.8
Cc1c(C)c2ccc(OCC(=O)N3CCC[C@@H]3C(=O)O)c(C)c2oc1=O	0	-19	11	-4.0	-15	17*	5	8	41*
O=C(c1ccc2nc[nH]c2c1)N1CCc2ccccc2C1	-2	1	-11	-0.4	-5	5	4	-8	1.1
CCCCN=Cc1c(C)[nH]n(-c2ccccc2)c1=S	51*	1	-6	-1.9	-2	-2	-2	-9	-3.9
CCOc1ccc(C(=O)OC2CCN(C)CC2)cc1	-6	-4	7	0.7	1	0	1	-25	-0.7
O=C(OC(C(=O)NCc1cccs1)c1ccccc1F)c1ccco1 (configuration not stated)	-4	16	5	-8.7	-10	0	8	-9	0.7
COc1ccc(C(=O)C2CCCN(Cc3ccc4nonc4c3)C2)c(OC)c1 (configuration not stated)	2	-8	-16	-1.8	-3	4	4	1	-1.8
COc1ccc(CCNC(=O)[C@H](C)NC(=O)[C@@H]2CSC3c4ccccc4C(=O)N32)cc1 (some centres not stated)	-4	-11	10	3.5	-36	-2	6	-1	0.5
CC(OC(=O)c1ccc(NS(=O)(=O)c2ccc3[nH]c(=O)[nH]c3c2)cc1)C(=O)Nc1ccc(Cl)cc1 (configuration not stated)	9	-15	-18	-0.2	-19	-2	5	-10	0.8
COc1cccc(OCc2cc(C(=O)N3CCN(c4ccccc4OC)CC3)no2)c1	4	-12	-3	-2.0	-42	-3	1	-8	0.8
Cc1cc(C(=O)CSc2nnc(-c3ccco3)o2)c(C)n1-c1ccc2c(c1)OCCO2	12	15	10	-1.9	-9	4	3	-8	-2.0
COc1cc(OC)c(OC)cc1/C=N/Nc1ncnc2c1[nH]c1ccccc12	8	10	20	-1.4	-9	8	-5	-8	-4.2
CCOc1ccc(N2CC(C(=O)Nc3ccc(F)cc3F)CC2=O)cc1 (configuration not stated)	-5	0	4	-2.3	-14	7	1	-10	-0.4

Reprinted from the listing, 2 compounds:
compound	PfM18AAP inh	HCV NS3 hel inh	SUMO HTRF inh	IMP-1 inhibitor	DNA FID counter	IDE cell inh	IDE act	pCIP destab	VIM-2 inh
COC(=O)c1ccc(NC(=O)Cc2ccccc2)cc1	-8	2	-9	-0.4	0	2	-2	-1	-1.2
COc1ccc(NC(=O)CCN2CCCCCC2)cc1	8	-9	24	-5.5	-3	4	5	-14	-3.3

The results go on.
compound	PfM18AAP inh	HCV NS3 hel inh	SUMO HTRF inh	IMP-1 inhibitor	DNA FID counter	IDE cell inh	IDE act	pCIP destab	VIM-2 inh
Cc1cc(=O)[nH]c2ccc(S(=O)(=O)Nc3ccc(O)cc3)cc12	16	14	-5	-1.4	1	4	10	8	2.0
O=C(NCc1ccco1)C12CN(Cc3ccccc3)CC1C(c1ccc([N+](=O)[O-])cc1)=NO2 (configuration not stated)	-21	5	26	-1.7	3	4	1	-21	-2.1
CCOC(=O)N1CCC(NC(=O)c2oc3c(F)cccc3c2C)CC1	3	0	14	-3.4	-49	2	2	-1	-0.8
CCCCNc1cc(=O)oc2ccccc12	5	-2	-14	-2.3	-4	1	5	10	-2.2
CCOC(=O)c1ccccc1NC(=O)c1ccccc1NS(C)(=O)=O	-3	1	8	-2.3	-5	-6	5	-2	-0.6
Cc1cccc2cc(CN(Cc3ccco3)C(=O)c3ccco3)c(=O)[nH]c12	3	-2	4	-2.9	-34	7	1	-6	-1.2
Cc1ccc(C(=O)N/C(=C/c2cccs2)C(=O)NCc2ccco2)cc1	4	6	14	-1.7	-7	-5	3	-10	-0.9
O=C(c1ccc2c(c1)OCO2)N1CCC2(CC1)Oc1ccc(Cl)cc1C(=O)C21CC(c2ccccc2)=NO1 (configuration not stated)	·	·	-31	·	·	6	-5	-3	·
Cc1ccc(NC(=O)CCC(=O)N/N=C/c2cccs2)cc1C	1	-2	-6	-1.8	-8	8	-2	-9	-3.7
CSc1ccc(S(=O)(=O)Nc2ccc(NC(C)=O)cc2)cc1	9	-1	1	-1.7	2	3	4	-1	-0.5
COc1cccc(C(=O)NCC(=O)NCc2cc(=O)n(C)c(=O)n2C)c1	1	-1	2	-2.0	-2	-1	0	-29	-1.6
CCOC(=O)Cc1nn(C)c(=O)c2ccccc12	11	3	1	0.6	-10	3	5	1	2.3
CNC(=O)c1ccsc1NC(=O)CN1C(=O)CCC1=O	·	·	-14	·	·	0	6	3	·
O=C(CSc1ccc(Cl)cc1)Nc1cccc(-c2nnc(-c3ccco3)o2)c1	0	2	13	-3.8	-4	2	-3	5	-6.2
CC(C)C(=O)NC(=O)COC(=O)/C=C/c1cccs1	3	-9	23	-1.6	2	6	-4	6	-2.0
O=C(NC(=O)c1ccccc1Cl)Nc1ccc(-c2cnco2)cc1	3	-11	4	-2.5	-6	2	2	-15	-1.1
CCCC(=O)Nc1ccc(N2CCN(C(=O)c3cc4ccccc4o3)CC2)cc1	7	1	7	-2.9	-35	7	2	0	-1.6
O=C(Nc1ccc2c(c1)OCCO2)C1CCN(C(=O)c2ccc([N+](=O)[O-])cc2)CC1	2	-17	-28	-0.6	-10	-2	3	14	1.0
Oc1ccc(-n2cccc2/C=N/n2cnnc2)cc1	1	-11	4	0.1	4	4	9	-6	2.8
CCc1c(O)c(/C(C)=N\O)c(=O)n(-c2ccccc2)c1-c1ccccc1	-15	2	1	-2.4	-34	-5	5	-11	-3.4
CC(=O)N[C@H]1[C@H](Oc2ccc3c(c2)CCC2C3CC[C@]3(C)C(=O)CCC23)O[C@H](CO)[C@@H](O)[C@@H]1O (some centres not stated)	0	9	-12	-1.6	-12	1	-1	4	1.4
O=C(O)c1cccc(Nc2nc3ccccc3nc2NS(=O)(=O)c2cccs2)c1	-1	6	0	0.8	-45	-5	-2	2	-0.2

Compound profiles, from the list above.
`OC(COc1ccc2ccccc2c1)CN1CCCC1` (configuration not stated) as listed: PfM18AAP inh: -18; HCV NS3 hel inh: -22; SUMO HTRF inh: 14; IMP-1 inhibitor: 0.4; DNA FID counter: 10; IDE cell inh: 0; IDE act: -6; pCIP destab: 4; VIM-2 inh: -0.3
`O=C(NC(=O)c1ccccc1Cl)Nc1ccc(-c2cnco2)cc1` as listed: PfM18AAP inh: 3; HCV NS3 hel inh: -11; SUMO HTRF inh: 4; IMP-1 inhibitor: -2.5; DNA FID counter: -6; IDE cell inh: 2; IDE act: 2; pCIP destab: -15; VIM-2 inh: -1.1
